Screens: PubChem BioAssay, several laboratories
WT yeast gro inh – growth inhibition of WT strain, primary screen, mitochondrial fusion inhibitor project, WT and mutant strains, chemical genetic. AID 1362, 2008. mitochondrial fusion phenotypic screen. inhibition, % at 10 µM. 190,000 tested, 2.1% active; in the data active = inhibition above about 58%; tested in S. cerevisiae
GPR35 antagonists – GPR35 antagonists blocking zaprinast-driven arrestin recruitment, primary screen, imaging, U2OS, beta-arrestin-GFP, zaprinast agonist (AID 2058). G-protein coupled receptor 35 (Homo sapiens). U2OS GPR35 beta-arrestin-GFP translocation imaging, zaprinast antagonism; higher % means a stronger effect. inhibition, % at 10 µM; hits with a dose series show IC50 in µM. 290,000 tested, 0.052% active;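 active = inhibition of at least 50% with at least 30 cells and total cytoplasm GFP at most 10,000,000; inconclusive = under 30 cells or total GFP of 10,000,000 plus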
Dengue-2 NS5 capping – Dengue-2 NS5 methyltransferase inhibitors, primary screen, biochemical, confirmation dose response (AID 588689); 340,000 tested, 0.3% active; Dengue-2 NS5 methyltransferase capping enzyme assay, biochemical; higher % means a stronger effect; inhibition, % at 25 µM; hits with a dose series show IC50 in µM; Genome polyprotein (Dengue virus type 2 (strain 16681-PDK53)); in the data active = a potency from the dose series; inconclusive = inhibition above about 29% without an active follow-up result
NTR1 ag – agonists of NTR1, primary screen, imaging, U2OS cells, beta-arrestin-GFP, high content (AID 493036); NTR1-U2OS beta-arrestin-GFP spot imaging, agonist mode; 330,000 tested, 0.17% active; activation, % at 20 µM; Neurotensin receptor type 1 (Homo sapiens), P30989;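 active = activation at or above 40% of the spot to cytoplasm intensity ratio, with at least 20 cells analyzed; inconclusive = wells under 20 cells, flagged as cytotoxic or low count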;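 note: 0% = DMSO without peptide and 100% = 100 nM NTR1 peptide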
Target sequence (P30989 whole entry, looked up): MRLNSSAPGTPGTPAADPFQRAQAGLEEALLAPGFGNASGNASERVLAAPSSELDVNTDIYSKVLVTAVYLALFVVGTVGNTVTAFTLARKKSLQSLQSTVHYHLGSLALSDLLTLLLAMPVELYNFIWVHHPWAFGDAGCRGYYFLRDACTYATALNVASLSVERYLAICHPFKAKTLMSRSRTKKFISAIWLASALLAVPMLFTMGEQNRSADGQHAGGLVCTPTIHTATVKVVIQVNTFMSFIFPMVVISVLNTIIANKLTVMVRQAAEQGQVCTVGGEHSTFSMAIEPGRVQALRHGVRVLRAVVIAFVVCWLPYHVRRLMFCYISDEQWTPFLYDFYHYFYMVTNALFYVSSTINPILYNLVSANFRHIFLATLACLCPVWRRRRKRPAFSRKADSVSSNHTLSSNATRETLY
Autophagy HCS – autophagy modulators in MEF cells, primary screen, imaging, high-content, MEF GFP-LC3; MEF GFP-LC3 puncta imaging; test concentration mostly 10 µM; calls only at 10 µM (by protocol); 190,000 tested, 0.98% active; AID 463193, 2010;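 active = percentage of spot-positive cells more than 3 SD above its plate mean, without a fluorescence outlier flag or 80% toxicity; inconclusive = no clear call, values can overlap the other calls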;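 note: spot-positive cell cutoff set from DMSO-treated cells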
LYP phosphatase – inhibitors of LYP phosphatase, biochemical, fluorescence intensity, uHTS (AID 1779) | Tyrosine-protein phosphatase non-receptor type 22 (Homo sapiens) | recombinant LYP phosphatase, fluorescence intensity; higher % means a stronger effect | inhibition, % at 11.5 µM; hits with a dose series show IC50 in µM | 290,000 tested, 0.054% active; in the data active = inhibition above about 50%;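 note: plate controls were vehicle with enzyme for no effect and no enzyme for full effect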
UTI89 phage lysis – inhibition of K1F phage lysis, E. coli UTI89, bacterial capsule biogenesis inhibitors, alamar blue (AID 488966); E. coli UTI89 K1F phage lysis, alamar blue, 2 h; higher % means a stronger effect; inhibition, % at 100 µM; hits with a dose series show IC50 in µM; 340,000 tested, 0.02% active;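 active = phage lysis inhibition, versus mean bacterial control, above a set limit; inconclusive = no clear call, values can overlap the other calls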;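 note: capsule biogenesis inhibitors block K1F phage lysis so surviving cells raise fluorescence; higher fluorescence means more inhibition of phage lysis; actives were called in the ten point dose series up to 300 µM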
RSV antiviral HEp-2 – RSV antiviral activity via CPE protection, HEp-2 cells, primary 10 µM value included (AID 2391); one-dose CPE inhibition, % at 10 µM; IC50 in µM for titrated hits; HEp-2 cells, RSV-induced CPE inhibition; higher % means a stronger effect; 310,000 tested, 0.13% active; in the data active = a potency from the dose series; inconclusive = CPE inhibition mostly from about 23% at the one dose, without a potency; inactive = the rest, 99 in 100 with CPE inhibition below about 21%; note: strong numbers were not always called active
AID2073 – inhibitors of Mint1-CaV2.2 protein interaction, biochemical, HTRF (AID 2073); inhibition, % at 20 µM, or IC50 in µM where a hit was titrated; HTRF protein-protein interaction, Mint1-CaV2.2; higher % means a stronger effect; 290,000 tested, 0.19% active; Voltage-dependent N-type calcium channel subunit alpha-1B (Homo sapiens); in the data active = inhibition mostly above about 51%, no sharp cut-off; inconclusive = no clear call, values can overlap the other calls; inactive = mostly below about 53%; note: some results filed as inactive read as strong as hits
WT yeast gro inh mutant strain – also measured in WT yeast gro inh; calls as there; inhibition, %; mitochondrial fusion phenotypic screen, mutant strain inhibition
Autophagy HCS cell loss 18 h – second read-out of Autophagy HCS, no call of its own (marks repeat the call); toxicity, %; measured here: cell loss, nuclei count;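 cell loss after 18 h compound exposure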
NTR1 ag cell count 20 µM – second read-out of NTR1 ag, no call of its own (marks repeat the call); cell count; measured here: cell count, cytotoxicity flag
Dengue-2 NS5 capping pilot replicate – also measured in Dengue-2 NS5 capping; calls as there; inhibition, %; measured here: pilot screen replicate inhibition
Starred values were filed as active, the others as inactive; i = inactive; ? = inconclusive; nt = not tested or not shown; [ ] = another dose, or the depositor's remark.

SMILES | WT yeast gro inh | WT yeast gro inh mutant strain | GPR35 antagonists | Dengue-2 NS5 capping | NTR1 ag | NTR1 ag cell count 20 µM | Autophagy HCS | Autophagy HCS cell loss 18 h | LYP phosphatase | UTI89 phage lysis | RSV antiviral HEp-2 | AID2073 | others
O=C(NCCc1ccccc1Cl)C1CCC(=O)N(Cc2ccc(Cl)cc2)C1 (centres undefined) | nt | nt | -7% | -3% | 2.3 | 51 | nt | nt | -6% | 0.0%[50 µM] | 1.7% | 6%
COc1ccc([N+](=O)[O-])cc1CSc1ccccn1 | 3 | 1 | -16% | 28% | -0.8 | 83 | i | -36 | 5% | 0.2% | 2.2% | -15%
Cn1cnnc1SCC(=O)Nc1cc(S(=O)(=O)N2CCCCC2)ccc1Cl | nt | nt | 13% | -3% | 0.7 | 70 | nt | nt | -2% | 0.1% | 1.6% | -8%
CCn1cc(C(=O)NC2CCCCCC2)c2cc(OC)c(OC)cc2c1=O | 2 | -1 | 4% | -2% | -2.5 | 97 | i | -5 | 1% | 0.1% | 0.1% | -5%
Cc1nc2nc(SCc3ccc([N+](=O)[O-])cc3)[nH]c2cc1Br | nt | nt | -10% | -4% | 3.3 | 50 | nt | nt | -6% | 0.7% | 3.9% | -2%
CCOc1ccc(-c2nc(CSCC(=O)NC3CCCc4ccccc43)c(C)o2)cc1 (centres undefined) | 16 | 25 | 15% | 1% | 14 | 81 | i | -4 | -1% | 1.5% | 1.5% | 2%
Nc1c(C(=O)N2CCCC2)sc2nc3c(cc12)CCCCCC3 | 5 | 5 | 0% | -7% | 4.6 | 55 | i | -4 | 2% | 1.4% | 1.0% | 39%
CC(=O)N/C(=C\c1ccccc1)C(=O)OCc1ccccc1 | nt | nt | -6% | -1% | -0.5 | 47 | nt | nt | -2% | 0.1% | 0.7% | -7%
CC12CCC(C(=O)OC3CCCCC3)(OC1=O)C2(C)C (centres undefined) | nt | nt | -13% | -4% | 0.7 | 67 | nt | nt | -6% | -0.5% | 1.4% | 7%
OCCN1CN=C(Nc2nc3ccccc3o2)NC1 | -1 | -9 | 6% | -1% | -1.8 | 68 | i | -2 | -4% | 0.6% | 0.2% | -11%
O=C(Nc1ccccc1Cl)N1CCN(C/C=C/c2ccccc2)CC1 | 18 | 15 | 1% | 7% | -1.0 | 45 | i | 4 | -6% | 0.1% | 0.8% | -5%
COc1ccc(OCc2cc(C(=O)N3CCCCCC3)no2)c(Cl)c1 | nt | nt | -1% | -11% | -0.4 | 57 | nt | nt | -7% | -0.1% | 4.9% | 12%
COc1ccc(NS(=O)(=O)c2cc(NC(=O)c3cnccn3)ccc2OC)cc1Br | -10 | 18 | -3% | -5% | 2.5 | 61 | i | 4 | -5% | -0.2% | 2.4% | -8%
CCOc1cc(N2CCOCC2)c(OCC)cc1NC(=O)Cc1cn2ccsc2n1 | 0 | -10 | 14% | -4% | 1.6 | 43 | i | 9 | -4% | 3.5% | 0.3% | -4%
CN(CC(=O)NCCN1CCCCCC1)S(=O)(=O)c1cccc2nsnc12 | -14 | -11 | 14% | 10% | -0.1 | 86 | i | 8 | -7% | -0.1% | 0.6% | -6%
COCCc1ncc(CN2CCC(C(=O)Nc3cccc(-c4cscn4)c3)CC2)cn1 | nt | nt | 13% | -7% | -0.1 | 71 | nt | nt | -7% | 0.2% | ? | 0%
CCC(CC)c1nc2ccccc2c(=O)[nH]1 | -2 | 1 | 33% | -5% | -0.5 | 51 | i | 1 | -5% | -1.0% | 3.0% | -2%
Cc1ccc2nc(NC(=O)C3CCN(C(=O)c4ccc(F)cc4)CC3)sc2c1 | nt | nt | -12% | -4% | -0.6 | 64 | nt | nt | -4% | 0.4%[50 µM] | 3.9% | -12%
Cc1ccc(CC(=O)O/N=C(\N)c2ccccn2)cc1 | nt | nt | 1% | -6% | 0.9 | 46 | nt | nt | -13% | 0.2% | -0.3% | ?
CC1(C)C2(C#N)C(N)=NC3(OCCO3)C12C#N (centres undefined) | -35 | 4 | 15% | -1% | 0.6 | 38 | i | -1 | 1% | 0.0% | 1.8% | -1%
COc1ccccc1N1CCN(C2CCN(C(=O)COc3cccc(C)c3)CC2)CC1 | 4 | -13 | nt | 1% | 1.2 | 47 | i | -7 | -5% | 5.1% | -0.8% | -8%
CC(C)(C)Cc1nc(-c2ccc(Cl)cc2)no1 | 2 | 6 | -6% | 3% | -0.1 | 69 | i | 32 | 0% | 1.1% | 0.0% | -1% | Dengue-2 NS5 capping pilot replicate=-4.8
OC(c1ccccc1)C1CN(Cc2ccccc2)CCC1(O)c1ccccc1 (centres undefined) | 15 | -28 | -2% | -5% | -1.8 | 42 | i | 19 | 3% | 2.1% | -0.7% | -10%
COc1cc(/C=N/NC(=O)c2ccncc2)ccc1OC(=O)c1ccco1 | nt | nt | -12% | -1% | 1.4 | 45 | nt | nt | -4% | -0.2% | 1.1% | 4%
CCOc1ccsc1C(=O)O | nt | nt | 2% | 9% | -0.7 | 49 | nt | nt | -4% | -0.8% | 0.6% | 9%
O=S(=O)(NC1CCCCC1N1CCOCC1)c1ccc(Cl)cc1 (centres undefined) | 2 | -7 | 8% | 2% | -0.4 | 48 | i | 7 | -13% | 2.8% | 0.2% | -6%
CCOCCCNC(=O)C(Cc1ccccc1)NS(=O)(=O)c1ccc2c(c1)c(=O)n(C)c(=O)n2C (centres undefined) | -11 | -4 | -1% | -13% | 0.8 | 31 | i | -7 | -8% | 0.1% | -0.1% | -7%
O=c1cc(N2CCCCC2)c(-c2ccccc2)n[nH]1 | 12 | 0 | 0% | -7% | 1.1 | 42 | i | -7 | -6% | 0.2% | 0.0% | 4%
CC(C)CC(=O)Nc1nnc(S(=O)(=O)N2CCCCCC2)s1 | nt | nt | 17% | 1% | -0.4 | 59 | nt | nt | -14% | 0.2% | 0.3% | 3%
COc1ccc(/C=N/NC(=O)c2ccc(=O)[nH]n2)cc1OC | 1 | -10 | -6% | 3% | -1.4 | 37 | i | 12 | -1% | 7.9% | 2.9% | 9%
CCN1CCN(c2ccc(S(=O)(=O)N3CCOCC3)cc2NC(=O)c2ccccc2OC(F)F)CC1 | nt | nt | nt | 1% | 0.3 | 65 | nt | nt | nt | 1.1%[50 µM] | -1.7% | nt
COc1ccc(NC(=O)CCCNS(=O)(=O)c2cccs2)cc1 | -2 | -8 | 2% | -2% | -1.1 | 68 | i | 3 | -2% | 3.0% | 0.7% | 2%
O=C(CN1C(=O)/C(=C2\SC(=S)N(CCS(=O)(=O)O)C2=O)c2ccccc21)Nc1cccc(Br)c1 | nt | nt | -10% | 22µM* | nt | nt | nt | nt | 71%* | -0.2% | 1.1% | 9.6µM*
COc1ccc(N(CC(=O)NC2CCCCC2)C(=O)CNC(=O)c2ccco2)c(OC)c1 | -18 | 5 | -8% | -6% | -2.0 | 83 | i | -13 | -1% | 1.3% | 0.8% | -4%
Cc1ccccc1NC(=O)C(=O)NCC1CCCN1S(=O)(=O)c1cccs1 (centres undefined) | nt | nt | nt | 1% | -1.1 | 63 | nt | nt | nt | 0.3%[50 µM] | 1.2% | nt
O=C1NN(c2cccc(Br)c2)C(=O)/C1=C\c1ccccc1 | nt | nt | 3% | 35µM* | 2.9 | 79 | nt | nt | -7% | -0.1% | -2.2% | 25%
CS(=O)(=O)N1CCC(C(=O)O)CC1 | -8 | 2 | 3% | 1% | 0.6 | 50 | i | -1 | -7% | -1.1%[50 µM] | 0.4% | -9%
Nc1ccc(C(=O)OCCc2ccccc2)cc1 | nt | nt | nt | 6% | 0.7 | 101 | nt | nt | nt | 4.8% | 14% | nt
CCC(=O)N/N=C(\C)CC(=O)Nc1ccc(Cl)cc1 | -15 | -16 | 14% | -2% | 0.9 | 48 | i | 8 | -2% | -1.7% | 4.9% | -4%
Cc1c(Cl)cccc1N=Cc1ccc([N+](=O)[O-])s1 | 26 | 6 | 3% | -5% | 2.7 | 71 | i | -23 | 1% | -2.4% | -0.1% | -7%
O=C(CCNS(=O)(=O)c1cccs1)NC1CCN(Cc2ccccc2)CC1 | -9 | 6 | -3% | 5% | -0.4 | 42 | i | 0 | -10% | -0.2% | -2.0% | -5%
O=C(NCC(O)c1ccc([N+](=O)[O-])cc1)c1cccc(S(=O)(=O)N2CCOCC2)c1 (centres undefined) | nt | nt | 4% | -4% | 1.3 | 68 | nt | nt | -8% | 0.0% | 0.4% | 4%
CCC1(C(=O)c2ccccc2)C(c2cccc([N+](=O)[O-])c2)C1(C(=O)OC)C(=O)OC (centres undefined) | 21 | 8 | -14% | -1% | -1.0 | 58 | i | 6 | -3% | 2.5% | 1.1% | -1%
O=C(O)c1ccccc1NC1CCCCC1NS(=O)(=O)c1ccccc1 (centres undefined) | nt | nt | 1% | 2% | -0.6 | 83 | nt | nt | -5% | 0.4% | nt | 13%
Cc1ccc(S(=O)(=O)CCNC(=O)Cc2ccccc2)cc1 | 9 | -4 | 4% | 1% | -0.5 | 49 | i | 7 | -9% | 0.1% | -0.5% | 2%
COc1cc(CCC(=O)OCC(N)=O)cc(OC)c1OC | -24 | 9 | 4% | -2% | -1.0 | 63 | i | 6 | -12% | 0.3% | 2.2% | -1%
CCSC1=NC2(CCCCC2)Nc2sc3c(c21)CCCC3 | 20 | 21 | 23% | 5% | 4.7 | 87 | i | -1 | -3% | 0.2% | 2.5% | -40%
CC1(C)CC(c2nc(-c3ccccc3)cs2)CCS1 (centres undefined) | 61* | 17* | -13% | -9% | 6.7 | 89 | i | -3 | 1% | 0.1% | 3.6% | 0%

This is a random part of the collection. About 2.6% of those tested had a hit in this group.
